# FBW7 activator – FBW7 E3 ligase activators, primary screen, biochemical, AlphaScreen, human | actives 0.13% (n = 650,000) | normalized activity (activation), % at 26.1 µM | AlphaScreen FBW7–phospho-cyclin E peptide binding, activator screen | F-box/WD repeat-containing protein 7 (Homo sapiens), Q969H0; in the data active means normalized activity above about 1.9%;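 further: purified mutant Fbw7 with reduced substrate affinity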
# TEAD-YAP inh – TEAD-YAP interaction inhibition, primary screen, TEAD-YAP interaction inhibitor project, luminescence, HEK-TIYL cells | actives 1.4% (n = 640,000) | TEAD-Gal4/YAP UAS-luciferase luminescence | inhibition, % at 9.12 µM; in the data active means inhibition above about 32%;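 further: 0% = median of test compound wells and 100% = reference inhibitor wells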
# GPR151 activ – activators of human GPR151, primary screen, cell-based, PathHunter beta-arrestin, luminescence. PathHunter beta-arrestin GPR151 cells. activation, % at 11.2 µM. actives 1% (n = 650,000); in the data active means activation above about 4.9%;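 further: 0% = median of compound wells and 100% = cells with positive control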
# Target sequence (Q8TDV0 whole entry, looked up): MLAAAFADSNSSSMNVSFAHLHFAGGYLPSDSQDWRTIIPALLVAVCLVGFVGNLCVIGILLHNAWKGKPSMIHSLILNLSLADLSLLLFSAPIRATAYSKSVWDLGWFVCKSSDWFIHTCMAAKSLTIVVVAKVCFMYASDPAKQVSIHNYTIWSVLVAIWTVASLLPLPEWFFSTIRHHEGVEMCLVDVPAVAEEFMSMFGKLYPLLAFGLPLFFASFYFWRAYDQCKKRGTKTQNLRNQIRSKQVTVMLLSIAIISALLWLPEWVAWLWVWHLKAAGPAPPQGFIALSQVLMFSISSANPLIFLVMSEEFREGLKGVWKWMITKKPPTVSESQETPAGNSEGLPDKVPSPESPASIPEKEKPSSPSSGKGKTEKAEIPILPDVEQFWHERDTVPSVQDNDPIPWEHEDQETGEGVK
# MITF inh – MITF inhibitors, primary screen, biochemical, AlphaScreen, human. Microphthalmia-associated transcription factor (Homo sapiens), O75030. AlphaScreen MITF homodimerization, bead proximity signal. inhibition, % at 2.6 µM. actives 0.91% (n = 650,000); in the data active means inhibition above about 50%;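 further: 0% = vehicle wells with protein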
# Target sequence (O75030 whole entry, looked up): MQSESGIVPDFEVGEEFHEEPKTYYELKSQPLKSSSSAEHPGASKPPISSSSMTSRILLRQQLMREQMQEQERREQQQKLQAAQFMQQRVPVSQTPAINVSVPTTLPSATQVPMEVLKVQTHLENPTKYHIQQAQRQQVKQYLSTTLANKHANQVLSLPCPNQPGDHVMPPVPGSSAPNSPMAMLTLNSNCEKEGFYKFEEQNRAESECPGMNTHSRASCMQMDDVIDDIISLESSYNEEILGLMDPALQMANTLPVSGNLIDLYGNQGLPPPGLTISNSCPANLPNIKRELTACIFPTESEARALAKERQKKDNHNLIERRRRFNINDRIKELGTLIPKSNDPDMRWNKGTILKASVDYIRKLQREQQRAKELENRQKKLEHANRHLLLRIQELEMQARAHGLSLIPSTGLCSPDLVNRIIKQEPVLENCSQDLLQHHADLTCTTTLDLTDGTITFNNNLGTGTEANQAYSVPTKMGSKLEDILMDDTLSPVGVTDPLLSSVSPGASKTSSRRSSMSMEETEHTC
# The depositor's hits bear a star; . = no result given.
# The opening 6 entries, ahead of the listing:
SMILES,FBW7 activator,TEAD-YAP inh,GPR151 activ,MITF inh
O=S(=O)(c1ccccc1F)N1CCC2(CC1)Nc1ccccc1-n1cccc12,0.0,-7.8,1.6,-0.9
CCOc1ccc(NCC(=O)n2c3ccccc3c3ccccc32)cc1,0.0,-4.1,0.1,0.5
CCn1c(SCC(=O)Nc2cccc(NC(C)=O)c2)nnc1-c1ccncc1,-0.2,-0.9,-0.4,-5.4
CCCCNc1nc2ccccc2n1CC(=O)N1CCOCC1,0.0,7.9,0.8,14.0
Cc1cc(OCC(=O)Nc2ccc3c(c2)oc2ccccc23)cc(C)c1Cl,-0.1,1.4,1.2,-1.9
O=[N+]([O-])c1ccc(N2CCN(S(=O)(=O)c3ccc(Cl)cc3)CC2)cc1NCCOc1ccc(Cl)cc1,0.0,10.6,-0.8,-10.4

# Results, repeating the preview:
SMILES,FBW7 activator,TEAD-YAP inh,GPR151 activ,MITF inh
O=S(=O)(c1ccccc1F)N1CCC2(CC1)Nc1ccccc1-n1cccc12,0.0,-7.8,1.6,-0.9
CCOc1ccc(NCC(=O)n2c3ccccc3c3ccccc32)cc1,0.0,-4.1,0.1,0.5
CCn1c(SCC(=O)Nc2cccc(NC(C)=O)c2)nnc1-c1ccncc1,-0.2,-0.9,-0.4,-5.4
CCCCNc1nc2ccccc2n1CC(=O)N1CCOCC1,0.0,7.9,0.8,14.0
Cc1cc(OCC(=O)Nc2ccc3c(c2)oc2ccccc23)cc(C)c1Cl,-0.1,1.4,1.2,-1.9
O=[N+]([O-])c1ccc(N2CCN(S(=O)(=O)c3ccc(Cl)cc3)CC2)cc1NCCOc1ccc(Cl)cc1,0.0,10.6,-0.8,-10.4
Cc1cc(-c2cnc(N3CCOCC3)nc2C2CCN(C(=O)C(C)(C)C)CC2)on1,-0.1,-1.6,0.5,2.9
CN(C)CCOc1cc(-c2cn[nH]c2)cc2sc(C3COc4ccccc4C3)nc12 (stereo not given),-0.1,4.4,-1.2,24.2
CN(Cc1nccs1)c1nc2nonc2nc1N1CCCCCC1,0.1,-2.1,3.0,-2.2
O=C(Nc1ccc(F)cc1)N[C@H]1C[C@H]2C(=O)N[C@@H](Cc3ccccc3)C(=O)N2C1,-0.3,2.8,-0.8,-1.7
CCCCc1ccc(C2=N/C(=C\c3ccc(OC(C)=O)c(OC(C)=O)c3)C(=O)O2)cc1,0.0,1.3,-0.7,12.8
O=C(Nc1ccc(CC23CC4CC(CC(C4)C2)C3)cc1)c1ccc(F)cc1,-0.1,-2.2,0.6,7.7
CCCS(=O)(=O)N1CCN(Cc2ccc(OC)cc2OC)CC1,-0.1,-7.1,-0.9,35.4
CCOc1ccc(CC(=O)Nc2cc(=O)n(C)c(=O)n2C)cc1,0.1,5.0,-2.1,5.2
CCCCC1=NN2C(=N)/C(=C/c3ccc(OCCOc4ccc(C)cc4)c(OC)c3)C(=O)N=C2S1,-0.5,-13.5,-1.6,-1.3
Cc1nnc(N2C(=O)C(O)=C(C(=O)c3cccs3)C2c2ccccc2)s1 (stereo not given),-0.2,-8.1,1.5,1.8
Cc1sc2c(c1C)c(=O)n(-c1ccc(Cl)cc1)c(=O)n2CC(=O)NCc1ccco1,0.1,6.6,-0.4,10.8
Cn1c(=O)c2c(nc3n(Cc4ccccc4)c(-c4cccs4)cn23)n(C)c1=O,0.0,13.3,0.5,-0.7
COCC1CCCN(c2nc3nonc3nc2NC2CCCC2)C1 (stereo not given),0.1,-3.1,2.8,7.7
CCCc1nc2ccc(S(=O)(=O)N(CC)CC)cc2[nH]1,-0.2,2.8,0.8,11.3
CCOC(=O)C1=CN(Cc2ccc(OC)cc2)C=C(C(=O)OCC)C1c1ccc(OC)cc1OC,0.9,-4.3,1.9,-5.0
O=C(Cc1c(C(=O)O)[nH]c2ccccc12)Nc1ccc(F)cc1,0.0,3.9,3.8,0.7
COC(=O)c1ccc(N2C(=O)CC(NCCc3ccccc3)C2=O)cc1 (stereo not given),-0.2,-5.6,-0.6,-1.6
O=C(NCCC1=CCCCC1)c1cc(S(=O)(=O)N2CCCCC2)ccc1F,0.0,3.0,1.1,8.6
Nc1cc([N+](=O)[O-])ccc1N1CCCCC1,0.5,-25.6,-0.4,11.9
COC(=O)c1ccccc1NC(=O)c1cccc(NC(=O)CC(C)C)c1C,0.0,6.0,-0.1,-5.8
Cc1ccc(C(=O)N(CCc2ccccc2)CC(=O)Nc2sc(C)c(C)c2C(N)=O)cc1,0.0,-19.9,2.5,-3.5
COc1ccc(NC(=O)Cn2c3ccccc3c(=O)c3ccc(Cl)cc32)cc1Cl,0.0,-12.3,1.1,7.5
O=C(CCC(=O)c1cccs1)OCC(=O)c1c[nH]c2ccccc12,-0.1,-3.3,-0.6,-0.5
Cc1c(NC(=O)c2ccccc2F)cccc1-c1nc2cc(Cl)ccc2o1,0.0,-7.1,1.1,5.7
Cc1ccc(NC(=O)c2nnn(Cc3cccc(F)c3)c2N)c(Br)c1,0.0,5.0,0.3,-8.2
C/C(CC(=O)NC(C)c1ccccc1)=N\NC(=O)C(c1ccccc1)c1ccccc1 (stereo not given),-0.1,-6.7,1.2,-3.5
Cc1nc(C)c(-c2cc(C(=O)N3CCN(c4ccccc4F)CC3)n[nH]2)s1,-0.2,-2.8,2.5,2.6
Fc1ccc(-n2ncc3c(SCc4ccccn4)ncnc32)cc1,-0.4,-12.8,-2.0,-8.4
CCN1CCCC1CNS(=O)(=O)c1ccccc1Cl (stereo not given),-0.1,-6.7,0.8,-2.5
CCOC(=O)c1c(NC(=O)c2ccc(S(=O)(=O)N(C)C)cc2)sc2c1CCN(C(C)C)C2,-0.1,-6.0,-0.1,-2.6
CC1=C(C(=O)OCCOc2ccccc2)C(c2cccc(Cl)c2)C2=C(CC(c3ccc(Cl)cc3)CC2=O)N1 (stereo not given),0.2,7.5,1.7,-14.0
CC1(CC(=O)N/N=C/c2c3ccccc3cc3ccccc23)OCCCO1,-0.1,4.2,-0.1,-5.8
CCCCCCOc1ccc(-c2ccc(C#N)cn2)cc1,0.1,0.9,2.2,9.8
Cc1c(O)ccc(C(=O)CN2CCN(Cc3ccc4c(c3)OCO4)CC2)c1O,0.0,4.0,0.2,-1.4
CC(=O)c1cccc(NC(=O)CC2S/C(=N\N=C\c3ccccc3)NC2=O)c1 (stereo not given),-0.2,-0.1,-0.1,-1.4
O=C(COc1ccc(Br)cc1)Nc1ccccc1C(=O)Nc1ccccc1,-0.1,3.9,1.2,-16.7
O=C1NC(c2c(F)cccc2Cl)C(C(=O)c2cccs2)C(O)(C(F)(F)F)N1 (stereo not given),-0.2,10.8,0.0,-3.7
COC(=O)CCc1c(C)c(C#N)c2nc3ccccc3n2c1N1CCCCC1,0.1,0.2,1.4,-13.2
CCN(C(=O)CCc1ccccc1)c1ccccc1,0.0,7.7,-0.8,-0.2
CCOc1cc(C2NC(=S)NC(C)=C2C(=O)OC)cc(Cl)c1O (stereo not given),0.2,4.5,-1.3,16.5
NS(=O)(=O)c1cccc(NC(=O)CSc2nnc(-c3ccc(Cl)cc3)o2)c1,-0.1,-49.5,-1.4,-11.1
CCOc1ccc(C(=O)Nc2ccc(C(C)=O)cc2)cc1[N+](=O)[O-],0.1,-7.8,3.8,20.6
O=C(NCc1ccccc1)C12CC3CC(CC(Cl)(C3)C1)C2,0.8,6.1,2.1,3.8
Cn1c(=O)c2c(ncn2CC(=O)Nc2ccc(C34CC5CC(CC(C5)C3)C4)cc2)n(C)c1=O,0.0,2.2,1.0,-0.3

# Part of the list above, with two lines to a compound:
# Under each structure: FBW7 activator | TEAD-YAP inh | GPR151 activ | MITF inh
> CCOc1cc(C2NC(=S)NC(C)=C2C(=O)OC)cc(Cl)c1O (stereo not given)
→ 0.2 | 4.5 | -1.3 | 16.5
> NS(=O)(=O)c1cccc(NC(=O)CSc2nnc(-c3ccc(Cl)cc3)o2)c1
→ -0.1 | -49.5 | -1.4 | -11.1

# The listing continues.
SMILES,FBW7 activator,TEAD-YAP inh,GPR151 activ,MITF inh
OC1CCN(C(c2ccc(C(F)(F)F)cc2)c2nnnn2CCc2ccccc2)CC1 (stereo not given),0.2,6.8,-0.9,11.5
COc1ccc(NC(=O)C(OC)c2ccccc2)cc1OC (stereo not given),0.2,4.7,0.3,12.7
O=C(CCc1c[nH]c2ccccc12)N1CCC(n2c(C3CCC3)nc3cccnc32)CC1,-0.1,-10.7,0.5,-6.2
Cc1ccc(CCC(=O)N2CCCC(c3nc4ccccc4c(=O)[nH]3)C2)o1 (stereo not given),-0.2,-5.4,0.3,0.5
CC(=O)Nc1ccc2c(c1)C(=O)N(c1cccc3ccccc13)C2=O,-0.1,2.0,-0.1,-8.1
CCCOc1ccc(C2C(=O)N(C3CCCCC3)CC(=O)N2Cc2cccs2)cc1OC (stereo not given),0.0,-6.6,-0.2,2.5
Cc1ccc(-n2c(SCC(=O)Nc3nccs3)nc3c(sc(=S)n3-c3ccc(Cl)c(C)c3)c2=O)cc1,0.0,-12.2,0.5,-3.7
CC(=O)Nc1ccc(Nc2cc(Nc3ccc(-n4ccnc4)cc3)nc(N)n2)cc1,-0.3,-0.5,-0.3,7.1
CC(C)c1c(C(=O)Nc2ccccc2)c(-c2ccccc2)c(-c2ccc(F)cc2)n1CC[C@@H](O)C[C@@H](O)CC(=O)O,0.1,.,5.2*,-4.2
Cc1ccc(N2CC(C(=O)Nc3ccc(F)c(F)c3)CC2=O)cc1 (stereo not given),0.1,-1.1,-0.3,6.7
CC1=[N+](CCO)c2ccc([N+](=O)[O-])cc2C1(C)C,0.0,-1.9,1.3,2.0
O=C(NCc1ccncc1)C1(c2cccs2)CCCC1,-0.2,-4.6,-1.2,4.5
Cc1cccc(N2CCN(C(=O)CCN3C(=O)C4C5C=CC(CC5)C4C3=O)CC2C)c1 (stereo not given),-0.1,4.3,0.8,8.7
O=C(Cc1ccccc1)Nc1cc(-c2cccc(C(=O)Nc3ccc(N4CCOCC4)cc3)c2)[nH]n1,0.1,3.3,0.4,-21.9
COC(=O)C1CCN(C(=O)CSc2cc(C)c(C#N)c3nc4ccccc4n23)CC1,-0.2,-5.7,-1.8,-10.1
C(=N\Nc1nnnn1-c1cccc2ccccc12)/c1ccncc1,0.0,0.9,0.5,-2.1
CC1=C(C(=O)OC(C)C)C(c2ccccc2Cl)CC(=O)N1 (stereo not given),-0.1,-3.3,-0.5,-5.1
COc1ccc(C2/C(=C(\O)c3ccccc3)C(=O)C(=O)N2c2nc3ccccc3s2)c(OC)c1 (stereo not given),0.3,20.3,-0.2,18.0
O=C1CC(c2ccc(O)cc2)C2=C(CC(c3ccccc3Cl)CC2=O)N1 (stereo not given),-0.1,3.2,-0.2,15.6
COc1ccc(C(=O)NCCC(=O)NCCCC(=O)O)cc1,0.7,-0.2,2.0,-9.8
O=C(NCCCO)c1ccc(N2C(=O)c3ccccc3C2=O)cc1,-0.1,6.4,1.4,0.9
O=S(=O)(Nc1ccccc1Cl)c1ccc(Cl)cc1,0.1,1.5,0.1,0.0
Cc1ccc(CN2CCNC(=O)C2CC(=O)NCC2CCOCC2)cc1 (stereo not given),0.0,4.3,2.1,7.7
C=CCn1c(CNC(=O)c2ccco2)nnc1SCC(=O)c1cccc([N+](=O)[O-])c1,0.0,17.1,0.7,6.4
Cc1noc(C)c1CSc1nnc(-c2cccnc2)n1C1CCCCC1C (stereo not given),0.1,3.8,-0.5,7.9
O=C(N[C@H]1C[C@H]2C(=O)N3CCC[C@@H]3C(=O)N2C1)c1ccc(F)c(C(F)(F)F)c1,0.9,-33.5,0.0,11.5
COc1ccc2nc(NC(=O)c3cccc([N+](=O)[O-])c3C)sc2c1,0.2,-13.3,3.3,4.6
Cc1cc(NC(=O)C2CCN(S(=O)(=O)c3cnc[nH]3)CC2)ccc1Br,0.0,0.8,-0.4,-9.7
COc1ccc(OC)c(S(=O)(=O)N2Cc3ccccc3CC2C(=O)O)c1 (stereo not given),0.0,-3.4,1.6,4.0
O=C(NCCCn1ccnc1)c1nn2c(C(F)(F)F)cc(-c3cc(Br)cs3)nc2c1Br,0.1,-5.6,1.4,12.1
O=[N+]([O-])c1ccc(S(=O)(=O)Nc2cccc3cc4ccccc4nc23)cc1,0.3,79.6*,-1.1,23.7
COc1ccc(OCC(=O)Nc2ccc(N(C)C)c3ccccc23)cc1,0.1,-15.8,2.1,3.0
Cc1ccc(OC(C)C(=O)NCCc2ccccc2)cc1 (stereo not given),-0.1,-0.2,1.1,5.6
COc1cccc(/C=C/C(=O)Nc2nc3ccccc3[nH]2)c1OC,0.0,-15.3,1.7,-3.2
CC(C)(C)c1nnc2c(C(=O)c3ccccc3)c(N)[nH]n2c1=O,0.5,-1.9,0.1,45.8
CC(=O)c1ccc(F)c(-c2cc(C)cc3c2OC(CNC(=O)c2nc4ncccn4n2)C3)c1 (stereo not given),0.1,1.6,-0.8,7.5
Cc1ccccc1NC(=S)N1CCN(C(=O)C2CCCO2)CC1 (stereo not given),-0.1,9.2,0.9,2.0
Cc1ccc(C)c(N(CC(=O)NCc2ccc3c(c2)OCO3)S(C)(=O)=O)c1,-0.1,-10.1,0.1,1.3
CCC(=O)C1=C(c2ccc(Br)cc2)N(C(=O)CC)n2c(CC)nnc2S1,0.1,3.5,3.2,1.8
CC1=C(C(=O)OC2CCCC2)C(c2ccccc2F)C2=C(CC(c3ccccc3)CC2=O)N1 (stereo not given),0.2,2.9,-0.1,-11.1
COc1ccc(C(=O)c2ccccc2)c(OCC(=O)N(C)C)c1,-0.1,7.0,0.9,-3.0
Cc1cccc(NCC(=O)N/N=C/c2ccc(O)c([N+](=O)[O-])c2)c1,0.0,-7.8,0.7,-7.2
CCCCCCP(=O)(O)c1ccccc1,0.2,1.7,-0.5,18.8
O=C(c1ccncc1)N1CCN(Cc2ccc3ccccc3c2)CC1,0.0,4.9,0.6,79.3*

# Screening data: PubChem, The Scripps Research Institute Molecular Screening Center
